# S3 lipid droplet – qHTS Assay for Lipid Storage Modulators in Drosophila S3 Cells; hit rate 0.64% among 320,000; Drosophila S3 cells, BODIPY lipid droplet fluorescence, 18-24 h; cells fed with added oleic acid; Potency in µM for hits, for the others lipid storage change, negative = inhibition, % at the top dose, mostly 46.1 µM; active = well fitted inhibition curve with a large enough effect in the signal ratio, with a control signal flat, not every such curve was filed as active; inconclusive = small, poorly fitted or top-dose-only effect, or effect the other way, or a change in a side signal; the % refers to the signal ratio
#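 Laser-scanning cytometry quantifies lipid droplet accumulation (500–530 nm total intensity; droplet/cell object ratio) in oleic acid-fed (400 uM added) Drosophila S3 cells treated with a concentration series. 20 uM Triacsin C defined 100% inhibition.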
# S3 lipid droplet cell count max – also measured in S3 lipid droplet; calls as there; cell number change, %; measured here: cell count max response;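 cells counted by Cell Tracker Red CMTPX staining in the red channel; peak over a dose series mostly up to 46.1 µM; percent activity relative to internal control wells on each plate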
# Numbers without * were called inactive; i = inactive; ? = inconclusive; / = no result given. % is set by controls: 0 for no effect and ±100 for the full control effect; potency is the fitted concentration of half-maximal effect.
S3 lipid droplet,S3 lipid droplet cell count max,mol
?,/,COc1cc(SC#N)ccc1N=Cc1c(C)[nH]n(-c2ccc(C)cc2)c1=O
?,/,O=C(CCN1CCN(c2ccccc2)CC1)Nc1ccc(OCc2ccccc2)cc1
?,/,O=C1OCC/C1=C\c1ccccc1O
?,/,CCC(=O)c1ccc(OCC(O)CN(C)C2CCCCC2)cc1 (stereo unspecified)
?,/,CCCn1c(=O)c(C(=O)Nc2ncccc2O)c(O)c2ccccc21
3%,7,CCN(CC)C(=O)C1CCCN(Cc2nc(-c3cccs3)no2)C1 (stereo unspecified)
?,/,O=Cc1cn(CCC(=O)O)nc1-c1cccc(Br)c1
?,/,N#CC1=C(N)Oc2cc(O)c(Cl)cc2C1c1cccnc1 (stereo unspecified)
i,/,CCOCCn1ccc2c(OCC(=O)NCc3ccccc3)cccc2c1=O
-13%,-13,COC(=O)C(=C/C(C)=C/c1cccs1)C(=O)OC
?,/,CCCCN(C(=O)CC1CCCC1)c1c(N)n(CCCC)c(=O)[nH]c1=O
?,/,COc1ccc(-c2cc(C(=O)N/N=C/c3ccc(OC)c(COCC(F)(F)C(F)F)c3)c3ccccc3n2)c(OC)c1
?,/,CCOc1cc(C(=S)N2CCCC2)ccc1O
i,/,CCCOc1ccc(-c2cnc(N)s2)cc1
-4%,/,O=C(O)CCc1ccc(-c2ccc(F)cc2)n1CC(=O)O
?,/,O=S(=O)(c1ccc(Cl)cc1)N1CCN(c2ccccn2)CC1
?,/,O=C(O)c1cccnc1Sc1ccc(Cl)cc1
?,/,COc1cc(C)c(S(=O)(=O)N2CCCC2)cc1C
-1%,-3,CCOC(=O)c1cn(-c2c(Cl)cccc2Cl)c2cc(Cl)c([N+](=O)[O-])cc2c1=O
4%,7,CC(C)CC1c2[nH]c3ccccc3c2CCN1C(=O)C1CCOCC1 (stereo unspecified)
?,/,CCOC(=O)c1cnc(SC)nc1Oc1cccc(NS(=O)(=O)c2ccccc2)c1
1%,0,O=C(O)CCCN(Cc1cccc(Br)c1)S(=O)(=O)c1ccc(Br)cc1
-4%,18,CC(OC(=O)CN1C(=O)C2C3C=CC(C4CC34)C2C1=O)C(=O)c1ccccc1 (stereo unspecified)
4%,4,O=C(NCCc1ccccc1)C(=O)NCc1ccncc1

# Among those listed so far, these have four or more nitrogen atoms:
S3 lipid droplet,S3 lipid droplet cell count max,mol
?,/,COc1cc(SC#N)ccc1N=Cc1c(C)[nH]n(-c2ccc(C)cc2)c1=O
3%,7,CCN(CC)C(=O)C1CCCN(Cc2nc(-c3cccs3)no2)C1 (stereo unspecified)
?,/,CCCCN(C(=O)CC1CCCC1)c1c(N)n(CCCC)c(=O)[nH]c1=O

# More records
S3 lipid droplet,S3 lipid droplet cell count max,mol
?,/,Fc1ccccc1CNC(=S)Nc1cccc(C(F)(F)F)c1
?,/,Cc1cccc(C(=O)NCCc2ccccc2)c1
-9%,3,COc1ccc(/C=N/NC(=O)Nc2ccc3nsnc3c2)c(OC)c1
?,/,CNC(=O)c1c(NC(=O)CCS(=O)(=O)c2ccc(C)cc2)sc2c1CCN(C(=O)OC)C2
-8%,/,O=C(c1ccc(F)cc1Cl)N(Cc1ccco1)C1CCS(=O)(=O)C1 (stereo unspecified)
?,/,O=C(NC(=S)Nc1ccccc1O)c1ccccc1Cl
?,/,O=C(NC1CC1)c1ccc2c(c1)C1C3CCC(C3)C1C(c1ccccc1)N2 (stereo unspecified)
3%,-8,O=C(Nc1c(-c2ccccc2)nc2ncccn12)c1cc2ccccc2oc1=O
-6%,4,O=C(c1ccco1)N1CCN(C(=O)N2CCCCC2)CC1
?,/,COc1ccc(-c2nn(-c3ccccc3)cc2/C=C(\C#N)S(=O)(=O)c2ccccc2)cc1OC
?,/,COc1ccc(-c2nc(CN3CCC(C(=O)N4CCOCC4)CC3)c(C)o2)cc1C
0%,12,CCN(CC(=O)Nc1ccc(Br)c(C)c1)CC(=O)NC(C)C
?,/,COc1ccc(CCC(C)Nc2ccccc2F)cc1 (stereo unspecified)
i,-21,CC(=O)Nc1ccc(NC(=O)C2CCC(N3C(=O)C4C5C=CC(C6CC56)C4C3=O)CC2)cc1 (stereo unspecified)
-10%,14,CC12CCC(C(=O)Nc3cccc4ccccc34)(C1Br)C2(C)C (stereo unspecified)
?,/,COc1ccc(/C=C2\C(=O)NCC(=O)N2Cc2ccccc2)cc1
14%,-20,COc1ccc(-c2[nH]ncc2CN(C)Cc2cc(C)[nH]n2)c(F)c1
?,/,O=C(N1CCOCC1)N(Cc1cccs1)C1CCCC1
?,/,Brc1ccc(CNCCCSc2ncccn2)cc1
i,/,O=c1c(/C=N/O)coc2ccc(Cl)cc12
?,/,CCOC(=O)c1c(-c2ccc(C)o2)csc1NC(=O)CSc1nnc(C)s1
?,/,CC(=O)Nc1ccc(S(=O)(=O)N(C)CC(=O)OCC(=O)N2CCN(C(=O)c3ccco3)CC2)cc1
?,/,O=C(NCc1ccco1)c1cc2nc(-c3cccs3)cc(C(F)(F)F)n2n1
?,/,CC(C)CCOc1ccc(C(=O)C[N+]2(C)CCOCC2)cc1
?,/,COc1ccc(N2C(=O)CC(N3CCN(c4ccc(S(C)(=O)=O)cc4)CC3)C2=O)cc1 (stereo unspecified)
?,/,CC(=O)Nc1ccc(NC(=O)CN(c2ccc(F)cc2)S(=O)(=O)c2ccc3c(c2)OCCO3)cc1
?,/,CCN1CCN(c2ccc(S(=O)(=O)N3CCCCC3)cc2NC(=O)c2ccc([N+](=O)[O-])s2)CC1
0%,-3,Cc1c(C(N)=O)sc2nc(-c3ccccc3)cn12
-1%,-13,CS(=O)(=O)C1=NSC2=NC(=O)/C(=C\c3cccn3-c3ccc(Cl)cc3)C(=N)N21
13%,13,COc1ccc(-c2nnc(SCC(=O)NCCc3ccc(S(N)(=O)=O)cc3)o2)cc1OC
9%,12,CCCc1[nH]n(-c2nc3ccccc3s2)c(=O)c1C=NCCCN(CC)CC
7%,15,CC(O)[C@H]1CNC(=S)N1CCc1cccc(F)c1 (stereo partly specified)
?,/,CC(C)(C)C(=O)NCC12C=CC(O1)C1C(=O)N(c3ccccc3)C(=O)C12 (stereo unspecified)
14%,/,COc1ccc(C(=O)CSc2nc(C)cc(=O)[nH]2)cc1C
8%,3,O=C(c1ccc(F)cc1)c1cc2ccc(O)cc2oc1=O
?,/,CCN(Cc1ccccc1)C(=O)CN1C(=O)NC2(CC(C)CC(C)(C)C2)C1=O (stereo unspecified)
7%,17,COc1ccc(CNS(=O)(=O)c2ccc(C3CNC(=O)C3)cc2)cc1 (stereo unspecified)
?,/,COc1ccc(NC(=O)c2ccccc2)cc1
8%,-27,NC(=O)CSc1nnnn1-c1ccc(OC(F)(F)F)cc1
-11%,-5,Fc1ccc(CCNC(=S)Nc2ccc(F)cc2)cc1
?,/,Cc1ccc(/C=N\NC(=O)c2cc(OCC(F)(F)F)ccc2OCC(F)(F)F)cc1
6%,9,O=C(NCc1cccs1)c1ccccc1F
?,/,COc1ccccc1-c1cc(C(F)(F)F)nc(S(=O)(=O)CCCC(=O)N2CCOCC2)n1
8%,13,O=C(CN1CCN(c2ccccc2F)CC1)NC(=O)NCc1ccccc1
1%,/,CSc1ccc(CN(C)CC(=O)NCc2ccccc2)cc1
?,/,COc1cccc(C(=O)Oc2ccccc2/C=C\C(=O)c2cc3ccccc3o2)c1
-3%,/,O=C1NCCN(Cc2ccoc2)C1CC(=O)N(Cc1ccccc1)CC1CCC1 (stereo unspecified)
?,/,C=CCn1cn[nH]c1=S
10%,-17,O=C(CN1C(=O)c2ccc([N+](=O)[O-])cc2C1=O)NCc1ccco1
?,/,Cc1ccc(C(c2cc(Br)ccc2O)N2CCSCC2)cc1 (stereo unspecified)
?,/,CCOc1ccc(S(=O)(=O)Nc2cccc(N(C)S(C)(=O)=O)c2)cc1
3%,17,Cc1ccc(S(=O)(=O)N2CCN(c3ccc([N+](=O)[O-])cn3)CC2)cc1
?,/,COCCOC(=O)C1=C(C)N=C2SCCC(=O)N2C1c1ccc(C(=O)OC)cc1 (stereo unspecified)
-4%,8,Cn1c(CN2CCOCC2)nc2cc(NC(=O)COc3ccc([N+](=O)[O-])cc3)ccc21
0%,-19,CCOC(=O)c1c(NC(=O)c2ccnn2C)sc(C)c1C
i,1,CN1C2C=C3C(C#N)=C(N)C(C#N)(C#N)[C@@H](c4cccs4)C3C1CC2 (stereo partly specified)

# More records.
S3 lipid droplet,S3 lipid droplet cell count max,mol
-8%,-5,O=C1C(=O)N(CCCn2ccnc2)C(c2ccccn2)/C1=C(/O)c1ccccc1 (stereo unspecified)
?,/,Fc1ccccc1-c1nc(-c2cnccc2C(F)(F)F)no1
-7%,-25,CCOc1ccc(-c2nnc(-c3ccccc3)o2)cc1
i,5,CC(=O)c1cccc(NC(=O)CN2C(=O)COc3ccc(S(=O)(=O)N4CCOCC4)cc32)c1
7%,2,CCC(C)Nc1nc2c(c(=O)[nH]c(=O)n2C)n1CCC(C)C (stereo unspecified)
1%,-1,CN1CCCN(C(c2ccccc2)c2ccc(Cl)cc2)CC1 (stereo unspecified)
13%,-3,Cc1ccc(-c2n[nH]c(=S)n2/N=C\c2ccco2)cc1
i,-6,COCCNc1nc2ccccc2n1CC(=O)c1ccc(OC)c(OC)c1
?,/,O=C(COC(=O)c1c[nH]c2ccccc12)Nc1ccc(F)cc1
i,26,Cc1cccc(C(=O)Nc2cccc(C(=O)N/N=C/c3cccc(C)n3)c2)c1
?,/,CCc1nc2ccc(C(=O)O)cc2nc1CC
-7%,-6,c1ccc(-c2csc3ncnc(N4CCOCC4)c23)cc1
?,/,CCN(CC(=O)Nc1c(F)cccc1F)C(=O)c1cnc(C)cn1
?,/,CC(C)c1onc(C(=O)NC2CCCC2)c1[N+](=O)[O-]
?,/,O=C(O)CCC(=O)N1CCc2cc(S(=O)(=O)Nc3ccc4c(c3)OCCO4)ccc21
?,/,O=C(Nc1ccc2c(c1)N(S(=O)(=O)c1cccs1)CCC2)c1c(F)cccc1Cl
?,/,CN(c1ccc(C(=O)NCCSC(C)(C)C)cc1)S(=O)(=O)c1ccccc1
?,/,C[C@@H]1CC=C[C@H]2[C@H]1C(=O)N(Cc1ccccc1)[C@H]2c1ccc(Br)cc1F
1%,-2,Cc1ccc2c(c1)c(N=NC(N)=O)c(O)n2C
?,/,CC1(C)NC(=O)N(CC(O)Cn2nnc3ccccc32)C1=O (stereo unspecified)
i,-2,O=C(COC(=O)C1(c2ccccc2)CCCC1)N1CCNC1=O
-15%,18,CCCNC(=O)c1nn2c(C(F)(F)F)cc(-c3ccccc3)nc2c1Br
-19%,11,CCOc1ccc(N(CC(=O)NCCSCc2ccccc2)S(C)(=O)=O)cc1
?,/,O=C(NNC(=O)c1ccccc1O)c1ccc(Cl)c(S(=O)(=O)N2CCCCC2)c1
?,/,CC(=O)c1ccc(OC(=O)N2CCOCC2)cc1
?,/,C=CCn1cc([N+](=O)[O-])nc1C
13%,7,CCCNS(=O)(=O)c1ccc(CCC(=O)N2CCCC2)cc1
?,/,O=C(Nc1ccccc1Oc1cccnc1)C1CCCN(C/C=C/c2ccc(F)cc2)C1 (stereo unspecified)
15%,0,O=C(c1ccc2c(c1)OCO2)C1CCCN(Cc2cccn2-c2cccnc2)C1 (stereo unspecified)
i,28,CCCCn1c(N)c(N(CCC(C)C)C(=O)CSc2nnc3ccccn23)c(=O)[nH]c1=O
9%,4,COc1cc(C2Nc3cc(Cl)c(S(N)(=O)=O)cc3S(=O)(=O)N2)ccc1OCc1ccccc1 (stereo unspecified)
?,/,CC(C)[C@H](NC(=O)[C@@H]1Cc2ccccc2CN1C(=O)OC(C)(C)C)C(=O)NCc1ccco1

# 4 successive compounds from above, for reference:
S3 lipid droplet,S3 lipid droplet cell count max,mol
15%,0,O=C(c1ccc2c(c1)OCO2)C1CCCN(Cc2cccn2-c2cccnc2)C1 (stereo unspecified)
i,28,CCCCn1c(N)c(N(CCC(C)C)C(=O)CSc2nnc3ccccn23)c(=O)[nH]c1=O
9%,4,COc1cc(C2Nc3cc(Cl)c(S(N)(=O)=O)cc3S(=O)(=O)N2)ccc1OCc1ccccc1 (stereo unspecified)
?,/,CC(C)[C@H](NC(=O)[C@@H]1Cc2ccccc2CN1C(=O)OC(C)(C)C)C(=O)NCc1ccco1

# More structures follow:
S3 lipid droplet,S3 lipid droplet cell count max,mol
10%,6,CCOc1ccc(/C=C2\SC(=S)N(CCC(=O)Nc3cccc(C(=O)O)c3)C2=O)cc1
13%,23,COc1ccc(C(CNC(=O)c2ccc(C)c(S(=O)(=O)N3CCCCC3)c2)N(C)C)cc1OC (stereo unspecified)
?,/,Cc1cccn2c(=O)c(C=O)c(Sc3ncccn3)nc12
?,/,CC12C(=O)N(c3cccc4cccnc34)C(=O)C1C1C=CC2C1 (stereo unspecified)
?,/,CCOC(=O)Nc1ccc(NC(=O)c2ccccc2F)cc1
?,/,O=C(CSc1nnc(-c2ccncc2)o1)N1CCc2ccccc2C1
2%,/,C=C1CCN([C@H](C(=O)NCc2ccccc2)C(C)C)S(=O)(=O)c2ccccc21
?,/,CCCC(=O)N1CCN(c2ccc(NC(=O)c3cc4ccccc4o3)cc2)CC1

# Entries of single compounds as entered above. Order of screens: S3 lipid droplet	S3 lipid droplet cell count max
# `CC12C(=O)N(c3cccc4cccnc34)C(=O)C1C1C=CC2C1` (stereo unspecified) in the list: ?	/
# `Cc1cccn2c(=O)c(C=O)c(Sc3ncccn3)nc12` in the list: ?	/
# `CCCC(=O)N1CCN(c2ccc(NC(=O)c3cc4ccccc4o3)cc2)CC1` in the list: ?	/
# `C=C1CCN([C@H](C(=O)NCc2ccccc2)C(C)C)S(=O)(=O)c2ccccc21` in the list: 2%	/
# `CCOC(=O)Nc1ccc(NC(=O)c2ccccc2F)cc1` in the list: ?	/

# From PubChem BioAssay

# A portion of the library; rates above refer to the full screens.
